# Bioassay records: PubChem BioAssay, Broad Institute
# miR122 inh: inhibitors of miR-122 in Huh7 cells. Huh7 miR-122 Renilla luciferase sensor, 48 h; neutral wells = 0, positive control = 100. activation (reporter increase), % at 12.5 µM. hit rate 0.3% among 340,000;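 active = mean replicate activation score at least 90 and every replicate individually at or above 90; inconclusive = only one of the two criteria met; inactive = neither criterion met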;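 also: higher luciferase means less miR-122 activity so hits act as miR-122 inhibitors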
# E-sel inducer: E-selectin induction on HUVECs | P16581 | HUVEC E-selectin immunofluorescence imaging; normalized: neutral wells 0, TNF-alpha wells 100 | activation, % at 7.58 µM | hit rate 0.37% among 260,000 | AID 686992;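 active = mean E-selectin-positive cell signal at least 10% of the positive control, reached in at least 60% of replicates, without over 20% cell loss; inconclusive = no rule given, readout overlaps actives, possibly toxicity-flagged; inactive = the rest, including those meeting only one limit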;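 also: in these data hits start at about 27%; measured in HUVEC primary endothelial cells; signal is the percent of cells scored E-selectin positive by PE staining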
# Target sequence (P16581 whole entry, looked up): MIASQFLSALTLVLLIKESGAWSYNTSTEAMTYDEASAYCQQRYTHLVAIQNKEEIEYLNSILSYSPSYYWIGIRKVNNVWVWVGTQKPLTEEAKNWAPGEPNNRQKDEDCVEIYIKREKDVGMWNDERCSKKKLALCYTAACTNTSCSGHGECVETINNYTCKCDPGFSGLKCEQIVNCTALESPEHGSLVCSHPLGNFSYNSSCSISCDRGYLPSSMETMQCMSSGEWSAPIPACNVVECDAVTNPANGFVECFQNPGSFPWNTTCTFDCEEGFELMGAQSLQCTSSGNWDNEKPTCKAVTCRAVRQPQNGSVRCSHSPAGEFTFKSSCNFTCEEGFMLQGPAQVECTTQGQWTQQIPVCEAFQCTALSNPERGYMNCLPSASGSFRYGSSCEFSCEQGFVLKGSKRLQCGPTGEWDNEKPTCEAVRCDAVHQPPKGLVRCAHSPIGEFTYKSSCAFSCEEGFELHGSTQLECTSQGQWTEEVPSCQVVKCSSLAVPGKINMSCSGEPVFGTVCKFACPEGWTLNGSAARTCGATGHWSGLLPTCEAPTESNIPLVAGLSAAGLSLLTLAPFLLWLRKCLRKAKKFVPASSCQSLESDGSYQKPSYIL
#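 Test system – human umbilical vein endothelial cells (HUVEC), E-selectin induction · Input – 3,000 HUVEC seeded per well · Buffer or medium – EGM-2, gelatin · Compound dosing – single-point compound dose · Detection – immunofluorescence imaging · Measure – percent E-selectin-positive cells · Controls – TNF-alpha high, DMSO low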
# PGC1a acetyl inh: lowers PGC1a acetylation signal in U2OS cells. hit rate 0.17% among 350,000. AlphaScreen anti-acetyl-lysine; with virally co-expressed GCN5 acetyltransferase. inhibition, % at 15.6 µM;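 active = every replicate shows inhibition of at least 40%; inconclusive = mean inhibition at least 40% but some replicate below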;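 also: 0% = neutral control wells and 100% = positive control wells; some results beyond the cut were filed as inactive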
# * marks the source's active call; other numbers are inactive results; ? = inconclusive; [ ] = another dose, or the depositor's remark. This is a subset, so the mix of outcomes need not match the whole.
SMILES,miR122 inh,E-sel inducer,PGC1a acetyl inh
C/C=C/c1cnc2c(c1)C(=O)N([C@H](C)CO)C[C@@H](C)[C@@H](CN(C)C(=O)C1CCC1)O2,-4[16.7 µM],-0.3,-1
CCC(=O)Nc1ccc2c(c1)OC[C@H](C)N(CC1CCCCC1)C[C@@H](C)[C@H](OC)CN(C)C2=O,15[16.7 µM],0.0,-5
CCCCN(CCCNC(=O)c1ccc2nc(N3CCOCC3)sc2c1)Cc1ccccc1,2,3.7,-24
C[C@@H]1CN([C@@H](C)CO)S(=O)(=O)c2ccc(-c3ccncc3)cc2O[C@@H]1CN(C)Cc1ccncc1,2[16.7 µM],0.2,20
C[C@@H]1CN([C@@H](C)CO)C(=O)Cc2cc(NC(=O)CCCN(C)C)ccc2O[C@H]1CN(C)Cc1ccncc1,-4[16.7 µM],-0.6,-15
COc1ccc(-c2cnc3c(c2)C(=O)N([C@@H](C)CO)C[C@H](C)[C@H](CN(C)C(=O)C2CC2)O3)cc1,-3[16.7 µM],0.7,-6
C[C@H](CO)N1C[C@H](C)[C@H](CN(C)C(=O)c2ccncc2)OCc2cn(nn2)CCCC1=O,0[16.7 µM],0.0,-2
C[C@H](CO)N1C[C@H](C)[C@H](CN(C)Cc2ccc(-c3ccccc3)cc2)Oc2ccc(NS(=O)(=O)c3ccc(Cl)cc3)cc2CC1=O,-4[16.7 µM],2.4,6
C[C@H]1CN([C@@H](C)CO)C(=O)c2cccc(NC(=O)c3cnccn3)c2O[C@@H]1CN(C)S(=O)(=O)c1ccc(Cl)cc1,0[16.7 µM],-0.1,10
COC(=O)C[C@@H]1CC[C@H]2[C@H](COc3ccc(NC(=O)c4ccccc4)cc3C(=O)N2C)O1,0[16.7 µM],0.2,6
C[C@@H]1CN([C@@H](C)CO)C(=O)c2cc(NC(=O)Nc3ccc(C(F)(F)F)cc3)ccc2O[C@@H]1CN(C)S(=O)(=O)c1ccccc1,12[16.7 µM],-0.6,1
CNC[C@H]1OCCCC[C@H](C)Oc2ccc(N)cc2C(=O)N([C@H](C)CO)C[C@@H]1C,4[16.7 µM],-0.1,-1
CNC[C@H]1Oc2cc(C3=CCCC3)ccc2S(=O)(=O)N([C@H](C)CO)C[C@@H]1C,-9[16.7 µM],0.1,-18
CCC(=O)Nc1ccc2c(c1)OC[C@@H](C)N(C(=O)CC)C[C@H](C)[C@H](OC)CN(C)C2=O,8[16.7 µM],-0.2,11
C[C@H]1CN([C@@H](C)CO)S(=O)(=O)c2ccc(-c3ccccc3)cc2O[C@@H]1CN(C)C(=O)C1CC1,40[16.7 µM],0.1,-9
CCOc1cc(C(=S)N2CCN(C)CC2)ccc1OCC(=O)N1CCOCC1,-1,1.7,-8
COc1ccc(S(=O)(=O)Nc2cccc3c2O[C@H](CN(C)C(=O)Nc2cccc4ccccc24)[C@H](C)CN([C@H](C)CO)C3=O)cc1,-4[16.7 µM],-1.4,-2
C[C@@H]1CN([C@H](C)CO)S(=O)(=O)c2ccc(-c3cncnc3)cc2O[C@H]1CN(C)C(=O)C1CC1,-8[16.7 µM],-2.1,8
C[C@@H]1CN([C@@H](C)CO)C(=O)c2cc(C#CC3CCCCC3)cnc2O[C@H]1CN(C)C,-3[16.7 µM],0.1,-18
CC(C)NC(=O)N(C)C[C@@H]1Oc2ncc(C#CC3CC3)cc2C(=O)N([C@H](C)CO)C[C@H]1C,-10[16.7 µM],-0.9,2
CO[C@@H]1CN(C)C(=O)c2ccc(NS(=O)(=O)c3ccc(C)cc3)cc2OC[C@H](C)N(C(=O)NC(C)C)C[C@H]1C,-2[16.7 µM],0.2,5
C[C@@H]1CCCCO[C@@H](CN(C)C(=O)c2ccccc2)[C@@H](C)CN([C@H](C)CO)C(=O)c2cc(NC(=O)c3ccncc3)ccc2O1,-1[16.7 µM],0.2,13
C[C@@H]1CCCCO[C@@H](CN(C)Cc2ccccc2)[C@@H](C)CN([C@@H](C)CO)C(=O)c2cc(NS(C)(=O)=O)ccc2O1,1[16.7 µM],-0.1,-1
CC(C)NC(=O)Nc1ccc2c(c1)C(=O)N([C@H](C)CO)C[C@H](C)[C@@H](CN(C)C(=O)CCCN(C)C)OCCCC[C@@H](C)O2,1[16.7 µM],0.0,-1
CNC[C@@H]1OCCCC[C@@H](C)Oc2ccc(NC(=O)CCCN(C)C)cc2C(=O)N([C@H](C)CO)C[C@H]1C,1[16.7 µM],-0.2,3
# The list continues.
SMILES,miR122 inh,E-sel inducer,PGC1a acetyl inh
C[C@H](CO)N1C[C@H](C)[C@H](CN(C)C)OCCCC[C@H](C)Oc2ccc(NC(=O)Nc3ccccc3)cc2C1=O,-4[16.7 µM],0.0,-1
CC(C)NC(=O)N(C)C[C@@H]1OCc2cn(nn2)CCCC(=O)N([C@@H](C)CO)C[C@@H]1C,-8[16.7 µM],-0.1,8
CO[C@H]1CN(C)C(=O)c2ccc(NC(=O)c3ccc(F)cc3)cc2OC[C@@H](C)N(C(=O)CN(C)C)C[C@@H]1C,-6[16.7 µM],-0.2,-32
CCC(=O)Nc1ccc2c(c1)C(=O)N(C)C[C@H](OC)[C@H](C)CN(Cc1cncnc1)[C@@H](C)CO2,7[16.7 µM],-0.1,-38
C[C@@H]1CN([C@H](C)CO)C(=O)Cc2cc(NS(=O)(=O)c3ccc(F)cc3)ccc2O[C@H]1CN(C)Cc1ccc(-c2ccccc2)cc1,2[16.7 µM],0.7,6
C[C@@H]1CN([C@@H](C)CO)C(=O)c2cc(C3=CCCC3)cnc2O[C@H]1CN(C)C(=O)Nc1cccc(F)c1,-8[16.7 µM],0.0,-69
COCC#Cc1ccc2c(c1)O[C@H](CN(C)C(=O)c1ccccc1F)[C@H](C)CN([C@@H](C)CO)S2(=O)=O,-7[16.7 µM],0.1,-11
C[C@@H]1CCCCO[C@H](CN(C)Cc2ccccc2)[C@H](C)CN([C@H](C)CO)C(=O)c2cc(NS(C)(=O)=O)ccc2O1,-1[16.7 µM],-0.1,-3
CNC[C@H]1Oc2ncc(C#CC3CCCCC3)cc2C(=O)N([C@H](C)CO)C[C@H]1C,0[16.7 µM],-0.1,?
Cc1noc(C)c1NC(=O)N(C)C[C@@H]1Oc2ccc(NS(=O)(=O)c3c(C)noc3C)cc2C(=O)N([C@@H](C)CO)C[C@@H]1C,0[16.7 µM],-9.9,33
COc1ccccc1CN(C)C[C@H]1OCc2cn(nn2)CCCC(=O)N([C@H](C)CO)C[C@@H]1C,1[16.7 µM],0.1,-3
O=C(NCC[C@@H]1CC[C@H](NS(=O)(=O)Cc2ccccc2)[C@@H](CO)O1)C1CCC1,-4[16.7 µM],0.0,-3
CCCC(=O)Nc1ccc2c(c1)OC[C@H](C)N(CCc1ccccc1)C[C@H](C)[C@H](OC)CN(C)C2=O,9[16.7 µM],-0.6,-2
COc1ccc2cc(C3CC(c4ccco4)=NN3S(=O)(=O)c3ccccc3)c(Cl)nc2c1 (stereo not drawn),3,0.5,-2
COc1ccccc1NC(=O)N[C@H]1CC[C@@H](CCNS(=O)(=O)c2ccccc2)O[C@@H]1CO,6[16.7 µM],0.3,-18
C[C@@H]1CN([C@H](C)CO)C(=O)c2cccc(NC(=O)Nc3ccccc3)c2O[C@@H]1CN(C)S(=O)(=O)c1cccs1,-8[16.7 µM],16,-13
Cc1noc(C)c1NC(=O)N(C)C[C@H]1Oc2ccc(N(C)C)cc2CC(=O)N([C@@H](C)CO)C[C@@H]1C,13[16.7 µM],0.0,11
C[C@@H]1CN([C@H](C)CO)C(=O)c2cc(NC(=O)Cc3ccccc3)ccc2O[C@H]1CN(C)Cc1ccc(-c2ccccc2)cc1,-4[16.7 µM],-0.2,0
COc1ccc(NC(=O)Nc2cccc3c2O[C@@H](CN(C)Cc2ccc(Cl)c(Cl)c2)[C@H](C)CN([C@H](C)CO)C3=O)cc1,29[16.7 µM],-7.7,-4
Cc1ccccc1S(=O)(=O)Nc1ccc2c(c1)C(=O)N(C)[C@H]1CC[C@H](CC(=O)O)O[C@@H]1CO2,-18[16.7 µM],-0.1,0
C[C@H]1CN([C@@H](C)CO)C(=O)c2cc(C#CC3CCCCC3)cnc2O[C@@H]1CN(C)C,-4[16.7 µM],-0.1,0
COc1ccccc1-c1ccc2c(c1)O[C@H](CN(C)CC1CC1)[C@H](C)CN([C@@H](C)CO)S2(=O)=O,18[16.7 µM],0.4,-11
C[C@@H]1CN([C@H](C)CO)C(=O)c2cc(-c3ccc(C#N)cc3)cnc2O[C@@H]1CN(C)CC1CC1,-5[16.7 µM],1.0,3
COc1ccc(S(=O)(=O)N(C)C[C@H]2Oc3c(NC(=O)Nc4ccccc4)cccc3C(=O)N([C@@H](C)CO)C[C@@H]2C)cc1,1[16.7 µM],0.9,-10
C[C@H]1CN([C@@H](C)CO)S(=O)(=O)c2ccc(-c3ccc(F)cc3)cc2O[C@H]1CN(C)C(=O)C1CCC1,2[16.7 µM],0.6,-5
# Additional results:
SMILES,miR122 inh,E-sel inducer,PGC1a acetyl inh
C[C@H]1CN([C@@H](C)CO)C(=O)c2cccc(NC(=O)C3CCCCC3)c2O[C@H]1CN(C)Cc1ccc(-c2ccccc2)cc1,4[16.7 µM],-0.2,6
C/C=C/c1cnc2c(c1)C(=O)N([C@H](C)CO)C[C@H](C)[C@H](CN(C)C(=O)C1CCC1)O2,28[16.7 µM],0.7,-5
C/C=C/c1cnc2c(c1)C(=O)N([C@H](C)CO)C[C@@H](C)[C@@H](CN(C)C(=O)c1cnccn1)O2,2[16.7 µM],-0.2,0
C[C@@H]1CCCCO[C@H](CN(C)S(=O)(=O)c2cn(C)cn2)[C@@H](C)CN([C@H](C)CO)C(=O)c2cc(N(C)C)ccc2O1,1[16.7 µM],-0.1,8
COCC#Cc1ccc2c(c1)O[C@H](CN(C)C(=O)c1ccccc1F)[C@@H](C)CN([C@H](C)CO)S2(=O)=O,46[16.7 µM],-0.2,-6
CO[C@@H]1CN(C)C(=O)c2ccc(NS(C)(=O)=O)cc2OC[C@@H](C)N(Cc2cccnc2)C[C@H]1C,-5[16.7 µM],-0.1,-3
COc1ccc(NC(=O)N(C)C[C@@H]2Oc3ncc(-c4cccc(OC)c4)cc3C(=O)N([C@H](C)CO)C[C@@H]2C)cc1,-5[16.7 µM],-0.1,6
COc1cccc(N2C(=O)CC(N3CCN(C(=O)c4ccco4)CC3)C2=O)c1 (stereo not drawn),-3,0.4,-6
C[C@@H]1CN([C@H](C)CO)S(=O)(=O)c2ccc(C#CC(C)(C)O)cc2O[C@H]1CN(C)C(=O)C1CC1,-8[16.7 µM],1.1,8
C[C@H](CO)N1C[C@H](C)[C@@H](CN(C)C(=O)C2CC2)Oc2cc(-c3ccc(C(=O)N(C)C)cc3)ccc2S1(=O)=O,45[16.7 µM],0.4,-6
CC(C)C#Cc1ccc2c(c1)O[C@H](CN(C)C(=O)C1CCCCC1)[C@@H](C)CN([C@H](C)CO)S2(=O)=O,55[16.7 µM],2.7,8
C[C@H](CO)N1C[C@H](C)[C@@H](CN(C)C)OCCCC[C@H](C)Oc2ccc(NS(=O)(=O)c3ccccc3)cc2C1=O,3[16.7 µM],-0.3,3
C[C@H]1CN([C@@H](C)CO)C(=O)Cc2cc(N(C)C)ccc2O[C@H]1CN(C)S(=O)(=O)c1cccs1,-5[16.7 µM],-0.1,-7
CCC(=O)Nc1ccc2c(c1)C(=O)N(C)C[C@@H](OC)[C@@H](C)CN(Cc1cncnc1)[C@H](C)CO2,-6[16.7 µM],-0.1,6
CCCN1C[C@@H](C)[C@@H](OC)CN(C)C(=O)c2cc(NC(=O)CC)ccc2OC[C@H]1C,1[16.7 µM],0.1,21
CC(C)NC(=O)N(C)C[C@H]1Oc2ncc(C#CC3CCCCC3)cc2C(=O)N([C@@H](C)CO)C[C@@H]1C,-15[16.7 µM],0.0,4
CO[C@H]1CN(C)C(=O)c2cc(NC(=O)c3cccc(F)c3)ccc2OC[C@H](C)N(C(C)=O)C[C@H]1C,10[16.7 µM],0.1,-7
C[C@H]1CN([C@@H](C)CO)C(=O)c2cc(NS(=O)(=O)c3ccc(Cl)cc3)ccc2O[C@@H]1CN(C)S(C)(=O)=O,0[16.7 µM],-1.4,-10
C[C@@H]1CN([C@@H](C)CO)C(=O)c2cc(NC(=O)Nc3ccc(F)cc3)ccc2O[C@H]1CN(C)C(=O)Nc1ccc(C(F)(F)F)cc1,3[16.7 µM],-0.2,2
COc1ccc(S(=O)(=O)N(C)C[C@@H]2Oc3c(NC(=O)Nc4ccc(F)cc4)cccc3C(=O)N([C@H](C)CO)C[C@H]2C)cc1,5[16.7 µM],0.5,1

# Full records, looked up by structure. Order of screens: miR122 inh | E-sel inducer | PGC1a acetyl inh
# C/C=C/c1cnc2c(c1)C(=O)N([C@H](C)CO)C[C@H](C)[C@H](CN(C)C(=O)C1CCC1)O2 across the screens: 28[16.7 µM] | 0.7 | -5
# CC(C)NC(=O)N(C)C[C@H]1Oc2ncc(C#CC3CCCCC3)cc2C(=O)N([C@@H](C)CO)C[C@@H]1C across the screens: -15[16.7 µM] | 0.0 | 4
# C[C@H]1CN([C@@H](C)CO)C(=O)c2cc(NS(=O)(=O)c3ccc(Cl)cc3)ccc2O[C@@H]1CN(C)S(C)(=O)=O across the screens: 0[16.7 µM] | -1.4 | -10
# COc1ccc(NC(=O)N(C)C[C@@H]2Oc3ncc(-c4cccc(OC)c4)cc3C(=O)N([C@H](C)CO)C[C@@H]2C)cc1 across the screens: -5[16.7 µM] | -0.1 | 6
